MrgX1 antagonist = antagonists of human MrgX1 receptor, primary screen, HEK293 cells, Fluo-4 calcium flux; Mas-related G-protein coupled receptor member X1 (Homo sapiens), Q96LB2; B-score at 10 µM; actives 1.3% (n = 310,000); BAM8-22 antagonism; active compounds read low;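 active = calcium-response B-score plate-corrected more than 3 library SD below zero, starting fluorescence within 5 deviations, no agonist response on first addition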;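 note: peak minus trough fluorescence over baseline after final BAM8-22 challenge near maximal dose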
Target sequence (Q96LB2 whole entry, looked up): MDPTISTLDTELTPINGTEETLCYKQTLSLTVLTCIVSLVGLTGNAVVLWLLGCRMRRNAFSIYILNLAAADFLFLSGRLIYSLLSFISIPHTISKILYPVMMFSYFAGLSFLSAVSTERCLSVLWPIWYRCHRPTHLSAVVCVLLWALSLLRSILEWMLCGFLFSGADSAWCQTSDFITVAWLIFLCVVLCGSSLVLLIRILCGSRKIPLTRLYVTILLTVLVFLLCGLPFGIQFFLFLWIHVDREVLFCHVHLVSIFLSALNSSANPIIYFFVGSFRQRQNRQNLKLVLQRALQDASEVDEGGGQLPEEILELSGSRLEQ
MrgX1 ag = agonists of human MrgX1 receptor, primary screen, HEK293 cells, Fluo-4 calcium flux; Mas-related G-protein coupled receptor member X1 (Homo sapiens), Q96LB2; actives 0.44% (n = 310,000); Fluo-4 calcium fluorescence, agonist mode; active compounds read high; B-score at 10 µM; AID 588627, 2011;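 active = calcium response B-score plate-corrected fluorescence ratio at least 3 library SD, with starting fluorescence B-score inside 5 SD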
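times = overnight plating, then 30 min 37 °C plus 30 min room-temperature dye loading | assay system = stable human MrgX1 HEK293 cell line | input = fifteen thousand cells per well | signal = kinetic calcium dye fluorescence, Fluo-4 NW | dosing = compound delivered in addition one of three | read-out = B-scored fluorescence response ratio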
TRPC4 block = inhibitors of mouse TRPC4 channel, primary screen, Fluo4 calcium, HEK293 TRPC4beta/mu-opioid cells. Short transient receptor potential channel 4 (Mus musculus), Q9QUQ5. DAMGO-evoked Fluo4 calcium flux; active compounds read low. actives 0.39% (n = 300,000). B-score at 10 µM. AID 2247, 2010;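 active = B-score over 3 SD under the library average, no early fluorescence shift, positive overall ratio signal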
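Signal: kinetic Fluo4 fluorescence imaging of calcium influx. Material: stable TRPC4beta/mu-opioid receptor HEK293 cells. Probe or stimulus: DAMGO in two steps, submaximal then maximal.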
TRPC4 agonist = activators of mouse TRPC4 channel, primary screen, Fluo4 calcium, HEK293 TRPC4beta/mu-opioid cells; Short transient receptor potential channel 4 (Mus musculus), Q9QUQ5; Fluo4 calcium fluorescence; active compounds read high; B-score at 10 µM; actives 0.49% (n = 310,000); AID 2237, 2010;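 active = B-score above 5 SD of library B-scores, and initial fluorescence ratio not above library mean plus 5 SD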;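 note: positive B-score marks a calcium rise read as TRPC4 activation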
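Technique: kinetic Fluo4 calcium fluorescence; Test system: TRPC4beta and mu-opioid receptor HEK293 stable cells; Measure: B-scored integrated calcium fluorescence ratio; Benchmarks: low control buffer alone, high control maximal DAMGO; Schedule: 45 min room-temperature Fluo4 loading, 110 s read.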
TRPC6 act = mouse TRPC6 channel activators, primary screen, cell-based, HEK293, membrane potential dye; Short transient receptor potential channel 6 (Mus musculus), Q61143; HEK293-TRPC6 membrane potential dye fluorescence; active compounds read high; B-score at 10 µM; actives 0.13% (n = 310,000); AID 2550, 2010;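 active = B-score of the integrated fluorescence ratio above library mean plus 3 SD, and starting fluorescence ratio within library mean plus 5 SD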;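 note: higher score means more depolarization so channel activation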
HIF activator = HIF pathway transcriptional activators, primary screen, cell-based, U2OS HRE-luciferase, luminescence. U2OS HRE-luciferase reporter; normalized: DMSO 0%, desferrioxamine 100%. activation, % at 7.5 µM (by protocol). actives 0.32% (n = 300,000). AID 1910, 2009;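 active = mean activation of at least 10% of the iron chelator positive control signal, with at least half of replicates also reaching 10%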
PolyA inhibitor = polyadenylation inhibitors in yeast reporter cells, primary screen, luminescence, S. cerevisiae; S. cerevisiae SKY197-pL101 polyadenylation reporter, beta-gal luminescence; efflux-impaired pdr1/pdr3 knockout yeast; score 100 = 6 SD above DMSO; actives 0.02% (n = 300,000); calls only at 12 µM;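 active = lowest replicate activity score at least 50, where 100 means six control SD above control mean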;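 note: yeast exposed to compound for 9 h at 30 °C; higher score means more reporter readthrough which indicates perturbed polyadenylation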
MrgX1 PAM = positive allosteric modulators of MrgX1, primary screen, HEK293 cells, Fluo-4 calcium flux. AID 588675, 2011. B-score at 10 µM. actives 0.63% (n = 310,000). FDSS; active compounds read high;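 active = plate-corrected calcium response at least 3 library SD above typical, normal starting fluorescence, not activating the receptor alone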;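 note: compound read alongside a low EC10 to EC30 dose of BAM8-22 agonist; peak minus trough fluorescence over baseline measured at the second addition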
TRPC4 potent = positive allosteric modulators of TRPC4, primary screen, cell-based, mouse TRPC4beta, HEK293 mu-opioid, Fluo-4 calcium | DAMGO EC20, Fluo-4 Ca2+ flux; active compounds read high | B-score at 10 µM | actives 0.42% (n = 310,000) | AID 2227, 2009;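 active = B-score of calcium response area above 5 SD of library B-scores, with initial fluorescence ratio within 5 SD of library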;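 note: B-score of integrated fluorescence ratio over time as area under calcium response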
TRPC6 inhibitor = mouse TRPC6 channel inhibitors, primary screen, cell-based, HEK293, membrane potential dye. Short transient receptor potential channel 6 (Mus musculus), Q61143. actives 1.1% (n = 310,000). AID 2553, 2010. ACh-evoked depolarization; active compounds read low. B-score at 10 µM;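 active = B-score under library mean minus 3 SD, initial fluorescence not abnormally high, positive integrated signal ratio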;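 note: B-score derived from integrated fluorescence ratio over the kinetic read; more negative B-score means stronger inhibition of depolarization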
AI-2 QS mod = Vibrio harveyi AI-2 quorum sensing modulators, primary screen, JMH597 strain, luminescence/OD600 ratio | Vibrio harveyi JMH597 AI-2 luminescence/OD600 ratio, 9 h; active compounds read low; strain lacks LuxN and CqsS sensors; 0 = neutral-control median | activity change, % at 7.5 µM | actives 0.4% (n = 300,000) | AID 2094, 2009; in the data active = activity change below about -75%, passing the limit was not always enough;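 note: luminescence divided by OD600 gain over 9 h not by final OD600 alone; inactives centre near 13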
Starred values were filed as active, the others as inactive; i = inactive; . = no result given. Only part of the results is shown, so the mix of outcomes need not match the whole.

SMILES	MrgX1 antagonist	MrgX1 ag	TRPC4 block	TRPC4 agonist	TRPC6 act	HIF activator	PolyA inhibitor	MrgX1 PAM	TRPC4 potent	TRPC6 inhibitor	AI-2 QS mod
CCC1(c2ccccc2)NC(=O)N(CC(=O)N(CC(=O)Nc2ccccc2C(F)(F)F)Cc2ccco2)C1=O (configuration not stated)	i	i	i	i	i	-0.1	i	i	i	i	8
CC(NC(=S)Nc1cccc(C(F)(F)F)c1)C(C)(C)C (configuration not stated)	i	i	i	i	i	1.0	i	i	i	i	8
COc1cccc(/C=C2\SC(=S)N(CCCC(=O)Nc3ccc(C(=O)O)cc3)C2=O)c1	i	i	i	i	i	-0.5	i	i	i	i	19
CC(NC(=O)/C=C/c1ccc(Br)cc1)c1ccccc1 (configuration not stated)	i	i	i	i	i	-0.2	i	i	i	i	2
CCN1CCN(C(=O)c2ccc(OC)c(S(=O)(=O)Nc3ccc(C)cc3)c2)CC1	i	i	i	i	i	0.3	i	i	i	i	22
COc1ccc(-c2[nH]ncc2CN(Cc2nccn2C)C(C)C)c(F)c1	i	i	i	i	i	0.0	i	i	i	i	1
COc1cccc(-n2c(=O)c3sccc3n(CC(=O)NC3CCCC3)c2=O)c1	i	i	i	i	i	0.0	i	i	i	i	-3
COc1cccc(NC(=O)COC(=O)c2ccccc2F)c1	i	i	i	i	i	0.9	i	i	i	i	-62
CCCN1CCN(c2ccc(S(N)(=O)=O)cc2[N+](=O)[O-])CC1	i	i	i	i	i	-0.6	i	i	i	i	13
COc1ccc(OC)c2c(C)cc(NCCN3CCOCC3)nc12	i	i	i	i	i	0.1	i	i	i	-8.9*	13
CSc1nncc(/C(C)=N\Nc2cccc(C)c2)n1	i	i	i	i	i	0.1	.	i	i	i	2
CCc1ccc(NC(=O)C(C)n2nc(C)c([N+](=O)[O-])c2C)cc1 (configuration not stated)	i	i	i	i	i	-0.6	i	i	i	i	35
COC(=O)c1cccc(NCN2C(=O)c3ccccc3C2=O)c1	i	i	i	i	i	0.6	i	i	i	i	-3
CC1CCc2c(sc3ncnc(SCC(=O)c4ccccc4)c23)C1 (configuration not stated)	i	i	i	i	i	0.3	i	i	i	i	27
CCc1nnc(NC(=O)CSc2nnc(-c3c[nH]c4ccccc34)n2CCOC)s1	i	i	i	i	i	-0.2	i	i	i	i	13
O=C(Nc1ccc(Oc2cccc3ccccc23)cc1)c1ccco1	i	i	i	i	i	0.7	i	i	i	i	-88*
COc1ccc(/C=N/NC(=O)CNC(=O)C2COc3ccccc3O2)cc1OC (configuration not stated)	i	i	i	i	i	0.1	i	i	i	i	6
C/C(=N/Nc1ccc(C)cc1)C1(C)N(O)C(C)(C)C(c2ccco2)=[N+]1[O-] (configuration not stated)	i	i	i	i	i	0.2	i	i	i	i	12
CC/C(=N\NC(=O)c1ccc(N2CCCC2=O)cc1)c1ccccc1	i	i	i	i	i	-0.2	i	i	i	i	27
CCOc1ccc(NC(=O)c2c(NC(=O)CNCCN3CCOCC3)sc3c2CCC3)cc1	i	i	i	i	i	-0.5	i	i	i	-5.7*	-10
CCOc1ccc(C(=O)NC(=S)Nc2ccc(N3CCCCC3)cc2)cc1[N+](=O)[O-]	i	i	i	i	i	-0.3	i	i	i	i	42
Cc1nc2ccc([N+](=O)[O-])cc2c(=O)n1Cc1cccc(F)c1	i	i	i	i	i	-1.3	i	i	i	i	24
CCCC(=O)c1cc2ccccc2oc1=O	i	i	i	i	i	0.1	i	i	i	i	25
CN(C)c1ncc([N+](=O)[O-])cc1C(F)(F)F	i	i	i	i	i	-0.3	i	i	i	i	25
Cc1ccccc1C(=O)N1CCC(C(=O)NC2CCCCCC2)CC1	i	i	i	i	i	0.0	i	i	i	i	7

The last 2 entries of the section above open the next one.
SMILES	MrgX1 antagonist	MrgX1 ag	TRPC4 block	TRPC4 agonist	TRPC6 act	HIF activator	PolyA inhibitor	MrgX1 PAM	TRPC4 potent	TRPC6 inhibitor	AI-2 QS mod
CN(C)c1ncc([N+](=O)[O-])cc1C(F)(F)F	i	i	i	i	i	-0.3	i	i	i	i	25
Cc1ccccc1C(=O)N1CCC(C(=O)NC2CCCCCC2)CC1	i	i	i	i	i	0.0	i	i	i	i	7
Fc1ccc(-c2ccnc3nc(-n4cccc4)nn23)cc1	i	i	i	i	i	0.0	i	i	i	i	30
O=C(c1ccc(Br)cc1)N1CCC(C(=O)N2CCN(c3ccccc3)CC2)CC1	i	i	i	i	i	-0.1	i	i	i	i	2
CC(C)N(Cc1ccccc1)C(=O)CN1C(=O)NC2(CCCc3ccccc32)C1=O (configuration not stated)	i	i	i	i	i	-0.4	i	i	i	i	10
Cc1ccc(S(=O)(=O)NCc2ccc3c(c2)cc(C)n3C)cc1	i	i	i	i	i	-0.2	i	i	i	i	26
O=C(CCCNS(=O)(=O)c1cccs1)N1CCN(c2cccc(Cl)c2)CC1	i	i	i	i	i	-0.3	i	i	i	i	15
CCn1nnnc1SCC(=O)Nc1nnc(C(C)C)s1	i	i	i	i	i	-0.1	i	i	i	i	23
COc1cccc(C(=O)Nc2ccc(NC(=O)C3CCCCC3)nc2)c1	.	.	i	i	i	0.1	i	.	i	i	8
CC(=O)c1ccc(NC(=O)C2CCN(S(=O)(=O)c3cccc4cccnc34)CC2)cc1	i	i	i	i	i	.	i	i	i	i	52
CC(C)(C)C(=O)N1CCN(c2ccnc3cc(Cl)ccc23)CC1	i	i	i	i	i	-7.5	i	i	i	i	17
CCOC(=O)/C(=C\c1ccc([N+](=O)[O-])cc1)C(=O)c1cc(C(C)=O)c(Nc2ccccc2)s1	i	i	i	i	i	-2.7	i	i	i	i	8
COc1cc(Cl)cc(C(c2c(C(=O)O)[nH]c3ccccc23)c2c(C(=O)O)[nH]c3ccccc23)c1O	i	i	i	i	i	-1.4	i	i	i	i	10
CCc1cccc(CC)c1NC(=O)COc1ccccc1C(=O)c1cc(C#N)c(=O)n(C2CCCCC2)c1	i	i	i	i	i	-1.2	i	i	i	i	38
FC(F)(F)c1cc(-c2cccs2)nc2cc(-c3cccs3)nn12	i	i	i	i	i	-0.2	i	i	i	i	13
COC(=O)C1N2C(=O)[C@@H](NC(=O)COc3ccccc3)[C@H]2SC1(C)C (some centres not stated)	i	i	i	i	i	1.1	i	i	i	i	22
C#CC[N+](C)(C)CCCCCCCC	i	i	i	i	i	-0.1	i	i	i	i	4
COc1cc(CCC(=O)OCn2nnc3ccccc3c2=O)cc(OC)c1OC	i	i	i	i	i	1.4	i	i	i	i	10
Cc1ccc(C)c(S(=O)(=O)NC2CCS(=O)(=O)C2)c1 (configuration not stated)	i	i	i	i	i	0.8	i	i	i	i	7
NC(=O)c1ccsc1NC(=O)COC(=O)/C=C/c1ccccc1	i	i	i	i	i	-0.8	.	i	i	i	2
CCOc1cc(N2CCOCC2)c(OCC)cc1NC(=O)CC12CC3CC(CC(C3)C1)C2	i	i	i	i	i	-18	i	i	10*	i	32
CN1C(=O)C(C)(C)c2cc(S(=O)(=O)NCc3ccc(Cl)cc3)ccc21	i	i	i	i	i	-0.3	.	i	i	i	36
Cc1ccc(/C=N/NC(=O)c2cccs2)o1	i	i	i	i	i	1.7	i	i	i	i	-2
N=c1c2c(n(Cc3cccc(Cl)c3)c3c1CCC3)CCCC2	i	i	i	i	i	-0.1	i	i	i	i	8
O=C(O)CCCn1cc(NC(=O)c2c(F)cccc2F)cn1	i	i	i	i	i	0.0	i	i	i	i	6
CCC(=O)c1cc2c(C)cc(=O)oc2c(C)c1O	i	i	i	i	i	0.0	i	i	i	i	12
O=C(Nc1nc(-c2ccccc2)cs1)c1cccc([N+](=O)[O-])c1C(=O)O	i	i	i	i	i	-0.2	i	i	i	i	-3
(continued)
SMILES	MrgX1 antagonist	MrgX1 ag	TRPC4 block	TRPC4 agonist	TRPC6 act	HIF activator	PolyA inhibitor	MrgX1 PAM	TRPC4 potent	TRPC6 inhibitor	AI-2 QS mod
O=c1[nH]c2cc3c(cc2cc1CN(Cc1ccc2c(c1)OCO2)Cc1nnnn1CC1CCCO1)OCO3 (configuration not stated)	i	i	i	i	i	-0.3	i	i	i	i	27
COc1ccc(OC)c(CN2CCN(c3ccccc3OC)CC2)c1	i	i	i	i	i	0.0	i	i	i	i	28
CCn1c2ccccc2c2cc(NC(=O)COC(=O)c3ccc(NC(=O)CC#N)cc3)ccc21	i	i	i	i	i	-0.1	i	i	i	i	4
Cc1ccc(C)c(C(=O)C(C)OC(=O)c2cccn2C)c1 (configuration not stated)	i	i	i	i	i	-0.5	i	i	i	i	4
Cc1cccc(C)c1NC(=O)NC1(C(=O)NCC2CCCO2)CCCCC1 (configuration not stated)	i	i	i	i	i	-0.4	i	i	i	i	33
Cc1ccc(C)c(NC(=O)CSc2nnc(Cc3cccn3C)n2-c2ccc(F)cc2)c1	i	i	i	i	i	-0.3	i	i	i	i	30
Cc1ccc(C2=NCN(c3ccc(C(=O)O)cc3)C(=S)N2)cc1	i	i	i	i	i	1.6	i	i	i	i	30
Cc1c(NC(=O)COC(=O)c2c3c(nc4ccccc24)CCCC3)c(=O)n(-c2ccccc2)n1C	i	i	i	i	i	-0.6	i	i	i	i	16
CON/C=C(\C=Nc1ccc(Cl)cc1)c1ncc(C(F)(F)F)cc1Cl	i	i	i	i	i	-0.3	i	i	i	i	11
CCOC(=O)CN(C(=O)CSc1nnc(CNc2ccc(F)cc2)n1C)c1ccccc1	i	i	i	i	i	-21	i	i	i	i	4
